ASM inhibitor: inhibitors of human secretory acid sphingomyelinase | placental ASM, HMU-PC fluorogenic substrate, 60 min | Potency, µM (titrated, usually from 57.5 µM), for inactives: top-dose activity change, negative = inhibition, usual class: inhibitors | hit rate 0.006% among 340,000; also: potency is read from the fitted curve at half-maximal effect
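qHTS format. ASM enzyme prepared from human placenta hydrolyses the fluorogenic substrate HMU-PC0 (9 uM final) over 60 min at 37 °C after a 10 min compound preincubation.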
Menin-MLL TR inh: inhibitors of human menin-MLL interaction, mutant MLL peptide | hit rate 0.23% among 270,000 | Menin + Texas Red MLL mutant peptide, fluorescence polarization | Potency, µM (highest dose often 61.6 µM), inactives show top-dose FP activity change, negative = inhibition, hits mostly inhibitors; active = well fitted inhibition curve with a large enough effect in the polarisation, with a control signal flat, not every such curve was filed as active; inconclusive = small, poorly fitted or top-dose-only effect, or effect the other way, or a change in a side signal; inactive = no such curve, though single readings can be large or run the other way; the % refers to the polarisation; also: potency is read from the fitted curve at half-maximal effect; % of control where 0% means no effect; many of its hits are not listed in these tables
Target sequence (O00255 whole entry, looked up): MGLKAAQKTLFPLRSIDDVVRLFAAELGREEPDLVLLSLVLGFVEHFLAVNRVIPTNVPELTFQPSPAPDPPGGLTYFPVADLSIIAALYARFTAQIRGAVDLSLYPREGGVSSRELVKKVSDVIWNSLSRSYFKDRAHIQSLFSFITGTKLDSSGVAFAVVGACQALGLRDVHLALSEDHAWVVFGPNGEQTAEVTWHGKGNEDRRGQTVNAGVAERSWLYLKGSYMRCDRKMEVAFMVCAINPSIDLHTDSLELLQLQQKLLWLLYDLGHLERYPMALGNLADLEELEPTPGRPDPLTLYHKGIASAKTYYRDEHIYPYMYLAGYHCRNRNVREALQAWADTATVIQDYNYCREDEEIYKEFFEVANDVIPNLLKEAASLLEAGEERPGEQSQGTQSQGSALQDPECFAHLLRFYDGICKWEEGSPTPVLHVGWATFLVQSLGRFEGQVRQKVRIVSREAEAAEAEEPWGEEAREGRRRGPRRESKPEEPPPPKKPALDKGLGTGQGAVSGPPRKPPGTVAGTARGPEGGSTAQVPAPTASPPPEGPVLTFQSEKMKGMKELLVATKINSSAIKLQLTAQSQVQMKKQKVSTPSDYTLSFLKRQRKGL
Coupling enz: coupling enzyme interference in Giardia aldolase counter-screen; activity change, negative = inhibition, % at 58.2 µM, hits read low; AID 2472; hit rate 0.67% among 290,000; coupling enzyme system counterscreen, AmpLite Red fluorescence; in the data active = activity change below about -30%; also: % is scaled to controls: 0 for no effect and ±100 for the full control effect
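First, compound is pin-transferred into glyceraldehyde-3-phosphate coupling-enzyme reagent at 57.5 uM final and held 10 min at RT. Next, substrate, coupling system and AmpLite Red are added. After 20 min RT, fluorescence (525/598 nm) is read.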
BCR signal inh: inhibitors of chronic active B-cell receptor signaling. ABC-DLBCL IkBa-CBG/CBR reporter, luminescence ratio, 4 h. Potency, µM (highest dose often 46.1 µM), inactives show at the highest dose ratio change, negative = lower green/red ratio, usual class: inhibitors. hit rate 0.05% among 340,000; active = well fitted inhibition curve with a large enough effect in the signal ratio, with a control signal flat, not every such curve was filed as active; inconclusive = small, poorly fitted or top-dose-only effect, or effect the other way, or a change in a side signal; the % refers to the signal ratio;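 also: potency is read from the fitted curve at half-maximal effect; plate controls were basal doxycycline-induced cells for no effect and cells given 10 µM MG132 for full effect; MG132 reads +100%, hits lower the ratio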
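Doxycycline induced both beetle luciferases in TMD8 lymphoma cells; IKK-driven degradation limits the IkappaBalpha-fused green signal, while red luminescence normalises for cell number and nonspecific effects. Compounds tested up to 46 uM, 4 hrs.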
TSG101-PTAP inh: blocks PTAP/TSG101 interaction to inhibit HIV-1 budding; Q99816; Fluorescence polarization, FITC-PTAP peptide / Tsg101 binding; Potency, µM (top dose mostly 115 µM), for inactives: at the highest dose activity change, negative = inhibition, most hits filed as inhibitors; 340,000 tested, under 10 active; AID 493005; active = well fitted inhibition curve with a large enough effect in the main read-out, with a control signal flat, not every such curve was filed as active; inconclusive = small, poorly fitted or top-dose-only effect, or effect the other way, or a change in a side signal; inactive = no such curve, though single readings can be large or run the other way; also: potency is read from the fitted curve at half-maximal effect; % of control where 0% means no effect
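Compounds were pin-transferred onto Tsg101 binding domain (10 uM final) in HEPES pH 7.5 buffer, then FITC-PTAP peptide was added at 50 nM final. After 20 min at RT, polarization reported peptide displacement across a qHTS concentration series.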
Integrin act MD: integrin-mediated muscular dystrophy alleviation activation; alpha7betagal myoblasts, beta-gal FDG fluorescence, 48 h; Potency, µM (top dose mostly 38.3 µM), for the others: at the highest dose activation, usual class: activators; hit rate 0.064% among 350,000; AID 624291;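 also: potency is read from the fitted curve at half-maximal effect; 100% = response of the positive control SU9516; nearly all actives have a fitted effect of over 60% in size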
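alpha7betagal+/- myoblasts (passage 13, 250/well) treated 48 h at 37C with compounds at 1:260 dilution of DMSO stock. Lysed, then beta-galactosidase activity read as FDG fluorescence (ex 480/em 540) after 30 min, with pre-read for autofluorescence.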
Giardia kill: Giardia lamblia killing. hit rate 0.15% among 340,000. activity change, % at 7.66 µM, hits read low. Giardia lamblia trophozoite viability; in the data active = activity change below about -80%; inconclusive = between about -30% and that limit;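 also: parasites exposed to compound for two days anaerobically before the ATP read; % is scaled to controls: 0 for no effect and ±100 for the full control effect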
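Giardia trophozoites, 100 cells per well, were exposed to compounds for 48 hrs at 37 deg C under anaerobic conditions; viability was then read as ATP content by bioluminescence after 15-30 min at room temperature.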
B2AR arrestin: recruits beta-arrestin to the human beta2-adrenergic receptor | P07550 | beta-arrestin recruitment to beta2AR, cell-based reporter | Potency, µM (highest dose often 46.1 µM), inactives show at the highest dose activation, hits mostly activators | hit rate 0.02% among 330,000 | AID 492947;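 also: potency is read from the fitted curve at half-maximal effect; 0% = DMSO controls and full agonism = EC100 isoproterenol or metaproterenol; nearly all actives have a fitted effect of over 65% in size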
Target sequence (P07550 whole entry, looked up): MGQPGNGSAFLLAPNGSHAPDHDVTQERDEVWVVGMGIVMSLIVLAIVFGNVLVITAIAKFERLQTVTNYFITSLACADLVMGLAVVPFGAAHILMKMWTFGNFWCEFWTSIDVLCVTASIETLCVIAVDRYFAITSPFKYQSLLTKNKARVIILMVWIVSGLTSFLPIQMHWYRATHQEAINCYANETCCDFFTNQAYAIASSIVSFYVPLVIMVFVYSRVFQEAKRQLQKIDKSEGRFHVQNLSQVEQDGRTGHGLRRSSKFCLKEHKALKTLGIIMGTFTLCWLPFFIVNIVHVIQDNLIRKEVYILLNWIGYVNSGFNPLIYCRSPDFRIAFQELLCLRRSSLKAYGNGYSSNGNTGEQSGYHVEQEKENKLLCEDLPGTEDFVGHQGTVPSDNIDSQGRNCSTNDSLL
Tb PFK block: blocks T. brucei phosphofructokinase; O15648; T. brucei PFK, ADP-Glo luminescence; Potency, µM (titrated, usually from 57.5 µM), for inactives: at the highest dose activity, negative = inhibition, actives largely listed as inhibitors; hit rate 0.17% among 330,000; AID 485367;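 also: potency is read from the fitted curve at half-maximal effect; 0% = uninhibited 1x PFK enzyme wells and -100% = no-enzyme wells; nearly all actives have a fitted effect of over 60% in size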
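Activity is normalized to no-enzyme wells (full inhibition) and 1.25 nM enzyme wells (no inhibition). Reaction: 0.5 mM F6P, 0.1 mM ATP, 45 min RT, ADP-Glo luminescence; concentration-response curves fitted and classed by quality.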
PKM2 act: activators of human pyruvate kinase M2 | Potency, µM (doses to about 57.5 µM), for the others: at the top dose activation, actives largely listed as activators | P14618 | purified PKM2, Kinase-Glo ATP luminescence, activation; response scale: 0% is enzyme alone, no compound | AID 1631 | hit rate 0.34% among 260,000; also: potency is read from the fitted curve at half-maximal effect; % is scaled to controls: 0 for no effect and ±100 for the full control effect; nearly all actives have a fitted effect of over 55% in size
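ATP formation by purified human PK-M2, quantified via coupled luciferase luminescence after 1 h at room temperature with 0.1 mM ADP and 0.5 mM PEP final.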
GALK inhibitor: blocks human galactokinase activity | P51570 | Purified GALK, Kinase-Glo residual ATP luminescence | Potency, µM (series often up to 57.5 µM), inactives show at the highest dose activity change, negative = inhibition, usual class: inhibitors | hit rate 0.007% among 270,000 | AID 1868; also: potency is read from the fitted curve at half-maximal effect; % is scaled to controls: 0 for no effect and ±100 for the full control effect
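Galactose (100 uM) and ATP (35 uM) were turned over by 5 nM GALK for 1 h at RT. Kinase-Glo Plus then converted the remaining ATP into a luminescent signal.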
* marks the source's active call; other numbers are inactive results; & = joins results of further samples; [ ] = remark or other dose. Unless noted, calls follow the shape of the dose curve; as a rule, active = well fitted curve in the direction sought with a large enough effect; inconclusive = small, poorly fitted or top-dose-only effect, or another doubt; inactive = no such curve, though single readings can be large; an effect the other way counts as inactive or inconclusive.

Results for COc1ccc(C(CC(=O)N2CCOCC2)c2c(OC)cc(OC)c3ccc(=O)oc23)cc1 (stereo not given) ?
ASM inhibitor: 93%[activator]; Menin-MLL TR inh: -12%; Coupling enz: 1&-1; BCR signal inh: -16%; TSG101-PTAP inh: 0%; Integrin act MD: 0%; Giardia kill: 5&-3; B2AR arrestin: 0.5%; Tb PFK block: -21%; PKM2 act: -12%; GALK inhibitor: -2%

Results for CNC(=S)NCc1ccc2[nH]c(C)cc2c1 ?
ASM inhibitor: -3%; Menin-MLL TR inh: 10%; Coupling enz: 1; BCR signal inh: 4%; TSG101-PTAP inh: -10%; Integrin act MD: -13%; Giardia kill: 36[activator]; B2AR arrestin: -0.2%; Tb PFK block: 2%; PKM2 act: -10%; GALK inhibitor: 0%

Results for O=C(NCCc1ccc(Cl)cc1)C1CCC(=O)N1Cc1ccccc1Cl (stereo not given) ?
ASM inhibitor: 2%; Menin-MLL TR inh: 9%; Coupling enz: 0; BCR signal inh: 9%; TSG101-PTAP inh: -3%; Integrin act MD: 2%; Giardia kill: 1; B2AR arrestin: 0.1%; Tb PFK block: 3%; PKM2 act: -5%; GALK inhibitor: 0%

What do the screens show for `O=C(/C=C/Nc1ccc(F)cc1)c1ccc(Br)cc1`?
ASM inhibitor: 19%; Menin-MLL TR inh: inconclusive; Coupling enz: -1; BCR signal inh: inconclusive; TSG101-PTAP inh: -1%; Integrin act MD: -10%; Giardia kill: 10; B2AR arrestin: 0.5%; Tb PFK block: -11%; PKM2 act: -2%; GALK inhibitor: 4%

How did NS(=O)(=O)c1cc2c(cc1Cl)NC(C1C[C@H]3C=C[C@@H]1C3)NS2(=O)=O (stereo not given in full) do in these assays?
ASM inhibitor: -9%; Menin-MLL TR inh: 12%; Coupling enz: -1; BCR signal inh: -3%; TSG101-PTAP inh: 4%; Giardia kill: 1; B2AR arrestin: -0.3%; Tb PFK block: 2%; PKM2 act: inconclusive; GALK inhibitor: -2%

What do the screens show for `COc1nc(C)nc2c1ccc1ccccc12`?
ASM inhibitor: -2%; Menin-MLL TR inh: -2%; Coupling enz: 0; BCR signal inh: -2%; TSG101-PTAP inh: -11%; Integrin act MD: 10%; Giardia kill: -3; B2AR arrestin: -0.8%; Tb PFK block: 1%; PKM2 act: 12%; GALK inhibitor: -5%

How did CCOc1ccc(OCCC(=O)N(CC)CC(=O)Nc2ccccc2C(F)(F)F)cc1 do in these assays?
BCR signal inh: 5%; TSG101-PTAP inh: -1%; Integrin act MD: 16%; Giardia kill: 21; B2AR arrestin: 0.0%; Tb PFK block: -10%

Results for O=C(N/N=C/c1ccc(-c2cccc([N+](=O)[O-])c2)o1)c1ccccc1O ?
ASM inhibitor: -3%; Menin-MLL TR inh: inconclusive; Coupling enz: 1; BCR signal inh: inconclusive; TSG101-PTAP inh: -5%; Integrin act MD: 17%; Giardia kill: inconclusive; B2AR arrestin: -0.1%; Tb PFK block: -1%; PKM2 act: -5%; GALK inhibitor: -3%

What do the screens show for `O=C(Nc1cc(-c2ccccc2)nn1-c1ccccc1)c1ccccc1F`?
ASM inhibitor: -2%; BCR signal inh: inconclusive; TSG101-PTAP inh: 0%; Integrin act MD: 2%; Giardia kill: -25; B2AR arrestin: 0.0%; Tb PFK block: 3%

Results for Cc1cccc(C)c1OCC(=O)N(Cc1ccc(N(C)C)cc1)C1CCS(=O)(=O)C1 (stereo not given) ?
ASM inhibitor: 2%; Coupling enz: 2; BCR signal inh: -11%; TSG101-PTAP inh: 0%; Integrin act MD: 7%; Giardia kill: -17; B2AR arrestin: -0.5%; Tb PFK block: 1%; PKM2 act: 0%; GALK inhibitor: 5%

How did CCN(CC(=O)Nc1c(F)cccc1F)C(=O)c1ccc2c(c1)OCCO2 do in these assays?
BCR signal inh: 4%; TSG101-PTAP inh: 1%; Integrin act MD: 13%; Giardia kill: 1; B2AR arrestin: 0.7%; Tb PFK block: -5%

Results for CCOC(=O)c1ccc(N2C(=O)C(O)=C(C(C)=O)C2c2ccc([N+](=O)[O-])cc2)cc1 (stereo not given) ?
ASM inhibitor: 3%; Menin-MLL TR inh: inconclusive; Coupling enz: 8; BCR signal inh: 9%; TSG101-PTAP inh: -5%; Integrin act MD: 23%; Giardia kill: -20; B2AR arrestin: -0.4%; Tb PFK block: -4%; PKM2 act: 4%; GALK inhibitor: 0%

What do the screens show for `CSc1cc(C)[nH]c(=O)n1`?
ASM inhibitor: 2%; Menin-MLL TR inh: 5%; Coupling enz: 2; BCR signal inh: -2%; TSG101-PTAP inh: -5%; Integrin act MD: inconclusive; Giardia kill: -6; B2AR arrestin: -0.1%; Tb PFK block: -1%; PKM2 act: 3%; GALK inhibitor: 0%

How did CCOC(=O)c1c(NC(=O)CC)sc(C(C)=O)c1C do in these assays?
ASM inhibitor: -2%; Menin-MLL TR inh: -1%; Coupling enz: 1; BCR signal inh: 1%; TSG101-PTAP inh: 0%; Integrin act MD: -9%; Giardia kill: -5; B2AR arrestin: -0.4%; Tb PFK block: -8%; PKM2 act: -1%; GALK inhibitor: 2%

Results for Cc1ccc(C)n1NC(=O)c1ccc(Cl)cc1 ?
ASM inhibitor: 0%; Menin-MLL TR inh: 0%; Coupling enz: 4; BCR signal inh: 10%; TSG101-PTAP inh: -7%; Integrin act MD: -14%; Giardia kill: 3; B2AR arrestin: -0.1%; Tb PFK block: 1%; PKM2 act: 6%; GALK inhibitor: -2%

Results for CCc1cc2c(C)ccc(C)c2nc1SCC(=O)Nc1c(C)[nH]c(=O)[nH]c1=O ?
ASM inhibitor: -2%; Menin-MLL TR inh: 2%; Coupling enz: 3; BCR signal inh: 12%; TSG101-PTAP inh: 0%; Integrin act MD: -12%; Giardia kill: -13; B2AR arrestin: -2.3%; Tb PFK block: 0%; PKM2 act: -21%; GALK inhibitor: 0%

How did CCCCNC(=O)c1onc(CSc2ccc(C(C)C)cc2)c1C(=O)O do in these assays?
ASM inhibitor: 43%; Menin-MLL TR inh: inconclusive; Coupling enz: 14; BCR signal inh: 16%; TSG101-PTAP inh: 0%; Integrin act MD: -11%; Giardia kill: 39[activator]; B2AR arrestin: 0.1%; Tb PFK block: 5%; PKM2 act: 7%; GALK inhibitor: -5%

What do the screens show for `COc1ccc(/C=C2\SC(=S)N(CC(=O)OCC(=O)Nc3cc(Cl)cc(Cl)c3)C2=O)cc1`?
ASM inhibitor: -26%; Coupling enz: -2; BCR signal inh: -1%; TSG101-PTAP inh: 8%; Integrin act MD: -19%; Giardia kill: 6; B2AR arrestin: -1.0%; Tb PFK block: 0%; PKM2 act: -2%; GALK inhibitor: -1%

Results for O=C(O)C1CC(=O)N(c2ccc(OCc3ccc(Cl)cc3Cl)cc2)C1 (stereo not given) ?
ASM inhibitor: 9%; Coupling enz: 21; BCR signal inh: inconclusive; TSG101-PTAP inh: -3%; Integrin act MD: 2%; Giardia kill: 4; B2AR arrestin: 0.3%; Tb PFK block: 2%; PKM2 act: -5%; GALK inhibitor: -4%

How did CC(C)n1cc([C@@H]2C[C@H]3CN(Cc4cccc(Cl)c4)C(=O)[C@]34CCCN24)cn1 do in these assays?
ASM inhibitor: 4%; Menin-MLL TR inh: inconclusive; Coupling enz: 7; BCR signal inh: -2%; TSG101-PTAP inh: -1%; Integrin act MD: 7%; Giardia kill: 9; B2AR arrestin: -0.2%; Tb PFK block: 0%; PKM2 act: 13%; GALK inhibitor: -1%

What do the screens show for `Cc1nc(SCc2nc3ccccc3[nH]2)c2oc3ccccc3c2n1`?
ASM inhibitor: inconclusive; Menin-MLL TR inh: 30%[activator]; Coupling enz: 12; BCR signal inh: inconclusive; TSG101-PTAP inh: -2%; Integrin act MD: 18%; Giardia kill: -14; B2AR arrestin: 0.1%; Tb PFK block: -4%; PKM2 act: 4%; GALK inhibitor: -1%

How did COc1cc(C)ccc1OCC(=O)OCC(=O)c1[nH]c(C)c(C(C)=O)c1C do in these assays?
ASM inhibitor: -3%; BCR signal inh: 2%; TSG101-PTAP inh: -2%; Integrin act MD: 15%; Giardia kill: -5; B2AR arrestin: -0.5%; Tb PFK block: -5%

Assay outcomes from PubChem BioAssay.

A portion of the library; the hit share may differ from the screen's.
